IMP-1 inhibitor: inhibitors of Pseudomonas aeruginosa IMP-1 metallo-beta-lactamase. purified IMP-1, nitrocefin hydrolysis, epi-absorbance fluorescence. inhibition, % at 5.6 µM. 290,000 compounds, 0.45% hits. AID 1556;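 active = inhibition above the mean plus 3 SD of all compounds in the same screening run, cut at about 4.5% in these data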;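 note: 0% = IMP-1 with DMSO and 100% = DMSO wells lacking enzyme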
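assay system = purified recombinant IMP-1 metallo-beta-lactamase enzyme | schedule = 15 min preincubation plus 25 min reaction at 25 °C | signal = Epi-absorbance fluorescence, 480 nm excitation, 530 nm emission | read-out basis = percent inhibition from optical density relative to buffer-blank wells | controls = IMP-1 with DMSO as 0%, enzyme-free DMSO as 100%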
UBC9 SUMO inh: inhibitors of human SUMOylation (UBC9). 290,000 compounds, 0.36% hits. HTRF SUMOylation assay, SAE1/SAE2 + UBC9, in vitro. AID 2006. inhibition, % at 35 µM. P63279; in the data active = inhibition above about 50%, passing the limit was not always enough; note: strong numbers were not always called active
Target sequence (P63279 whole entry, looked up): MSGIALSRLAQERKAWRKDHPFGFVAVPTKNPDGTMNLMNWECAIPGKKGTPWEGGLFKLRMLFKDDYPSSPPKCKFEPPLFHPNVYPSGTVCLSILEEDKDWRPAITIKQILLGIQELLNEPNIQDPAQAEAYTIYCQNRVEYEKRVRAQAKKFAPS
CRFBP-R2 block: CRF-BP/CRF-R2 complex antagonism. 350,000 compounds, 0.59% hits. HEK293 CRF-R2/CRF-BP, CRF-induced calcium fluorescence. inhibition, % at 11.8 µM;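 active = inhibition of the ligand-induced calcium signal above about 50% at the single tested concentration, limit read from the data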
p-CIP stab down: compounds decreasing mouse p/CIP protein stability; decrease of EGFP signal, % at 10 µM; Q05BA5; AID 1984; 290,000 compounds, 0.01% hits; F442A p/CIP-EGFP cells, EGFP fluorescence, 16 h;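 active = EGFP signal decrease of at least 30% at 10 µM or well 3 SD below plate mean, unless failing retest; inactive = the rest, including hits failing retest or dose response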; note: some compounds called inactive have numbers as strong as hits; many of its hits are not listed in these tables
GalR3 antag: blocks the human galanin receptor 3 | O60755 | 360,000 compounds, 0.44% hits | HEK293 GalR3-CNG cAMP membrane potential fluorescence; galR3 body fused to GalR1 C-terminus | inhibition, % at 3 µM;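 active = inhibition above the screen-wide average plus 3 SD, cut at about 13% in these data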;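 note: forskolin and galanin both at EC90 stimulate the cells; cAMP rise reported by CNG channel membrane potential dye signal; 0% = forskolin plus galanin with DMSO and 100% = forskolin alone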
Target sequence (O60755 1-299 limits assumed): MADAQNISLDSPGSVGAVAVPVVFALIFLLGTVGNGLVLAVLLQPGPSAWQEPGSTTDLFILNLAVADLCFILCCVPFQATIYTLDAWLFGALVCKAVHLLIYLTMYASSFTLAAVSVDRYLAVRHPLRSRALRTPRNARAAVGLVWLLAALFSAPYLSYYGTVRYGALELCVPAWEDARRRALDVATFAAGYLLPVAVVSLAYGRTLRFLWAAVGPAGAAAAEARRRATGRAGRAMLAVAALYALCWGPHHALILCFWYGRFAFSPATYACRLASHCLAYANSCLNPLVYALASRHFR
IDE inh: inhibits human insulin-degrading enzyme in HEK cells | FAbetaB cleavage, fluorescence polarization | inhibition, % at 5.59 µM | 320,000 compounds, 0.41% hits | AID 434962;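 active = percent inhibition above the average of all tested compounds plus 3 SD, set per screening campaign, cut at about 16% in these data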;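 note: IDE supplied by intact live HEK cells; FP after avidin binding of uncleaved biotin substrate so inhibition keeps polarization high; 0% = DMSO wells and 100% = 60 µM reference IDE inhibitor Ii1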
HCV NS3 hel inh: blocks Hepatitis C virus NS3 helicase unwinding; NS3 helicase DNA unwinding, Cy5 molecular beacon fluorescence; inhibition, % at 10.9 µM; 290,000 compounds, 0.56% hits; AID 1800;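 active = inhibition above the mean of all tested compounds plus 3 SD, set per campaign, cut at about 35% in these data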;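 note: 0% = DMSO wells and 100% = thioflavine S control wells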
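Control set: DMSO versus 110 µM thioflavine S; Material: NS3 helicase fragment of HCV; Measured by: Cy5 fluorescence at 0 and 60 min, beacon hairpin quenching; Read-out basis: percent inhibition from t60/t0 fluorescence ratio; Times: reaction time 60 min, 25 °C; Repeats: single replicate; Compound dosing: single dose, 10.9 µM nominal final, DMSO 0.8% final.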
IDE act: boosts human insulin-degrading enzyme activity in HEK cells; P14735; FAbeta-B cleavage, fluorescence polarization; 0% vehicle, 100% cell-free pure enzyme wells; activation, % at 5.96 µM; 340,000 compounds, 0.073% hits;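 active = activation above the mean of all tested compounds plus 3 SD, set per screening campaign, cut at about 17% in these data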
VIM-2 inh: inhibitors of Pseudomonas aeruginosa VIM-2 metallo-beta-lactamase. purified VIM-2, nitrocefin hydrolysis, epi-absorbance fluorescence. inhibition, % at 5.6 µM. 290,000 compounds, 0.89% hits. AID 1527;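 active = inhibition above the mean of all tested compounds plus 3 SD, cutoff set per screening run, cut at about 7.5% in these data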;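 note: red hydrolysis product quenches plate fluorescence so inhibitors raise well fluorescence; 0% = enzyme with DMSO and 100% = DMSO without enzyme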
* hit, by the source's call.

How did CC(C)c1nnc(NC(=O)CCN2C(=O)c3ccccc3C2=O)s1 do in these assays?
IMP-1 inhibitor: -4.2; UBC9 SUMO inh: -11; CRFBP-R2 block: -7; p-CIP stab down: -5; GalR3 antag: -6; IDE inh: 4; HCV NS3 hel inh: 6; IDE act: 0; VIM-2 inh: -3.4

What do the screens show for `CCc1nnc2sc(-c3ccc(NC(=O)c4ccco4)cc3)nn12`?
IMP-1 inhibitor: -0.6; UBC9 SUMO inh: 13; CRFBP-R2 block: 7; p-CIP stab down: 0; GalR3 antag: -5; IDE inh: 4; HCV NS3 hel inh: 0; IDE act: 0; VIM-2 inh: 2.4

What do the screens show for `CC(C)OC(=O)c1c(N)sc2c1CCCC2`?
IMP-1 inhibitor: -2.8; CRFBP-R2 block: -4; GalR3 antag: -6; IDE inh: 2; HCV NS3 hel inh: 10; IDE act: -2; VIM-2 inh: -0.6

What do the screens show for `COc1ccccc1N1CCN(c2cc(N3CCCC3)nc(C)n2)CC1`?
IMP-1 inhibitor: -1.2; UBC9 SUMO inh: 21; CRFBP-R2 block: 13; p-CIP stab down: -11; GalR3 antag: -4; IDE inh: 2; HCV NS3 hel inh: -9; IDE act: 3; VIM-2 inh: -0.7

How did COc1cccc(C(=O)NNC(=O)C(=O)Nc2cccc3ccccc23)c1 do in these assays?
IMP-1 inhibitor: -2.7; UBC9 SUMO inh: 15; CRFBP-R2 block: 13; p-CIP stab down: -2; GalR3 antag: -9; IDE inh: -8; HCV NS3 hel inh: -5; IDE act: 2; VIM-2 inh: 1.6

Results for CNc1cc(N2CCCCCC2)ccc1[N+](=O)[O-] ?
IMP-1 inhibitor: 0.0; UBC9 SUMO inh: 20; CRFBP-R2 block: 15; p-CIP stab down: -5; GalR3 antag: -7; IDE inh: -1; HCV NS3 hel inh: -3; IDE act: 4; VIM-2 inh: 2.3

Results for Cc1c(NC(=O)c2ncn[nH]2)cccc1-c1nc2ccccc2s1 ?
IMP-1 inhibitor: -1.4; UBC9 SUMO inh: -2; CRFBP-R2 block: 31; p-CIP stab down: -1; GalR3 antag: -4; IDE inh: 2; HCV NS3 hel inh: 0; IDE act: 5; VIM-2 inh: -1.2

Results for COC(=O)C1CCN(C(=O)c2ccc3nc(-c4cccc(OC)c4)oc3c2)CC1 ?
IMP-1 inhibitor: -1.7; UBC9 SUMO inh: 24; CRFBP-R2 block: -3; p-CIP stab down: 3; GalR3 antag: -3; IDE inh: -2; HCV NS3 hel inh: 1; IDE act: 4; VIM-2 inh: -1.3

What do the screens show for `Cc1ccccc1N(C)S(=O)(=O)c1nnc(NC(=O)c2ccccc2F)s1`?
IMP-1 inhibitor: -0.9; CRFBP-R2 block: 26; p-CIP stab down: -16; GalR3 antag: -2; IDE inh: 5; HCV NS3 hel inh: 3; IDE act: 2; VIM-2 inh: -4.0

Results for CSCCC(NC(=O)c1ccco1)C(=O)NCCc1ccc(F)cc1 (stereo not given) ?
CRFBP-R2 block: 2; GalR3 antag: -6; IDE inh: 1; IDE act: 3

What do the screens show for `CCSC1=C(C#N)C(c2cccc(Br)c2)CC(=O)N1` (stereo not given)?
IMP-1 inhibitor: -1.1; UBC9 SUMO inh: 9; CRFBP-R2 block: -9; p-CIP stab down: -1; GalR3 antag: 6; IDE inh: -5; HCV NS3 hel inh: 2; IDE act: 2; VIM-2 inh: -0.7

What do the screens show for `CN(C)CCNc1cc(-c2ccncc2)nc2ccccc12`?
IMP-1 inhibitor: -5.1; UBC9 SUMO inh: 27; CRFBP-R2 block: -12; p-CIP stab down: 6; GalR3 antag: -4; IDE inh: -2; HCV NS3 hel inh: 21; IDE act: -7; VIM-2 inh: -0.6

How did O=[N+]([O-])c1cccc(-c2ccc(C(=S)N3CCN(c4ccc(F)cc4)CC3)o2)c1 do in these assays?
IMP-1 inhibitor: -0.2; UBC9 SUMO inh: -7; CRFBP-R2 block: -6; p-CIP stab down: -1; GalR3 antag: -7; IDE inh: 2; HCV NS3 hel inh: 17; IDE act: 7; VIM-2 inh: -2.4

Results for C=CCn1c(=O)/c(=C2/SC(C)=C(C)N2CC)s/c1=C1/C(=O)N(CC)C(=S)N1c1ccccc1 ?
IMP-1 inhibitor: -0.2; UBC9 SUMO inh: -12; CRFBP-R2 block: -6; p-CIP stab down: -12; GalR3 antag: -2; IDE inh: -1; HCV NS3 hel inh: 10; IDE act: 6; VIM-2 inh: 0.3

Results for COc1ccc(S(=O)(=O)N2CCCC(C(=O)NCC3CCCO3)C2)cc1Cl (stereo not given) ?
IMP-1 inhibitor: -1.6; UBC9 SUMO inh: 5; CRFBP-R2 block: 2; p-CIP stab down: -2; GalR3 antag: -3; IDE inh: 2; HCV NS3 hel inh: 0; IDE act: 3; VIM-2 inh: -0.8

How did Cc1ccccc1NC(=O)c1ccc(C)c(S(=O)(=O)Nc2cccnc2)c1 do in these assays?
IMP-1 inhibitor: -1.9; UBC9 SUMO inh: -8; CRFBP-R2 block: -12; p-CIP stab down: -9; GalR3 antag: 0; IDE inh: -5; HCV NS3 hel inh: 21; IDE act: -3; VIM-2 inh: -0.8

What do the screens show for `Cc1ccc2nc(N(CCCN(C)C)C(=O)CS(=O)(=O)c3ccccc3)sc2c1`?
CRFBP-R2 block: -15; GalR3 antag: -5; IDE inh: -11; IDE act: 6

Results for CC(C)N(C(=O)Cn1cc(S(=O)(=O)CC(=O)NC2CCCCC2)c2ccccc21)C(C)C ?
IMP-1 inhibitor: -3.5; UBC9 SUMO inh: -17; CRFBP-R2 block: -9; p-CIP stab down: -10; GalR3 antag: -5; IDE inh: -7; HCV NS3 hel inh: 7; IDE act: 4; VIM-2 inh: -2.1

Results for O=C1C=CC(=O)N1c1ccc(O)cc1 ?
IMP-1 inhibitor: -3.5; UBC9 SUMO inh: -9; CRFBP-R2 block: 12; p-CIP stab down: 3; GalR3 antag: -4; IDE inh: -5; HCV NS3 hel inh: -4; IDE act: -6; VIM-2 inh: -3.4

How did Cc1nc2nc(-c3ccccc3)nn2c(C)c1C do in these assays?
CRFBP-R2 block: 10; GalR3 antag: -6; IDE inh: 4; IDE act: 7

Results for Oc1ccc(-n2nnnc2SCc2c(F)cccc2Cl)cc1 ?
IMP-1 inhibitor: -1.6; UBC9 SUMO inh: -25; CRFBP-R2 block: 46; p-CIP stab down: 6; GalR3 antag: -9; HCV NS3 hel inh: -12; IDE act: 1; VIM-2 inh: -1.0

What do the screens show for `CN(CC(=O)Nc1ccccc1Cl)C(=O)COC(=O)C1=COCCO1`?
CRFBP-R2 block: 14; GalR3 antag: -3; IDE inh: -9; IDE act: -4

Results for CCOc1ccc(CN(Cc2ccco2)C(c2cccs2)c2nnnn2C(C)(C)C)cc1 (stereo not given) ?
IMP-1 inhibitor: -1.6; UBC9 SUMO inh: 24; CRFBP-R2 block: 5; p-CIP stab down: -23; GalR3 antag: 3; IDE inh: 7; HCV NS3 hel inh: 4; IDE act: -1; VIM-2 inh: -1.1

Results for O=C(CCc1ccccc1)N/N=C\c1cc2c(cc1Br)OCO2 ?
IMP-1 inhibitor: -2.1; UBC9 SUMO inh: -2; CRFBP-R2 block: -17; p-CIP stab down: 8; GalR3 antag: -6; IDE inh: 2; HCV NS3 hel inh: 6; IDE act: -1; VIM-2 inh: -0.5

What do the screens show for `CC1CCC/C(=C\Nc2ccc(C(=O)O)cc2)C1=O` (stereo not given)?
IMP-1 inhibitor: -1.1; UBC9 SUMO inh: 13; CRFBP-R2 block: -16; p-CIP stab down: 6; GalR3 antag: 5; IDE inh: 1; HCV NS3 hel inh: -2; IDE act: 2; VIM-2 inh: 0.4

Results for O=C(Cn1nc(-c2ccccc2)ccc1=O)NCC1CCCO1 (stereo not given) ?
IMP-1 inhibitor: -0.6; UBC9 SUMO inh: 18; CRFBP-R2 block: 0; p-CIP stab down: -6; GalR3 antag: -6; IDE inh: 0; HCV NS3 hel inh: 3; IDE act: -2; VIM-2 inh: -1.5

What do the screens show for `CN(C)c1ccc(-n2cc3c(=O)n(C)c(=O)n(C)c3c2)cc1`?
IMP-1 inhibitor: 0.8; UBC9 SUMO inh: 29; CRFBP-R2 block: 13; p-CIP stab down: -1; GalR3 antag: 1; IDE inh: -3; HCV NS3 hel inh: 2; IDE act: -1; VIM-2 inh: 3.6

What do the screens show for `COc1ccc(C(=O)C(C)OC(=O)CCN2C(=O)C3CC=CCC3C2=O)cc1` (stereo not given)?
CRFBP-R2 block: 6; GalR3 antag: -8; IDE inh: -2; IDE act: 5

What do the screens show for `CCOC(=O)c1ccc(NS(=O)(=O)c2c(C)nc3sccn3c2=O)cc1`?
IMP-1 inhibitor: -1.4; UBC9 SUMO inh: 12; CRFBP-R2 block: -19; p-CIP stab down: -15; GalR3 antag: -1; IDE inh: 0; HCV NS3 hel inh: 2; IDE act: -4; VIM-2 inh: -1.0

How did Cc1ccc2occ(CN3CCN(c4ccccc4)CC3)c(=O)c2c1 do in these assays?
IMP-1 inhibitor: -2.5; UBC9 SUMO inh: 0; CRFBP-R2 block: -15; p-CIP stab down: -4; GalR3 antag: -5; IDE inh: -6; HCV NS3 hel inh: -1; IDE act: -2; VIM-2 inh: -2.4

How did Cc1c(Br)c([N+](=O)[O-])nn1C(C)C(=O)Nc1ccc2c(c1)OCO2 (stereo not given) do in these assays?
IMP-1 inhibitor: -0.8; UBC9 SUMO inh: 18; CRFBP-R2 block: -5; p-CIP stab down: -6; GalR3 antag: -8; IDE inh: 0; HCV NS3 hel inh: 5; IDE act: 7; VIM-2 inh: -0.9

What do the screens show for `CCCC(=O)N1CCCC(C(=O)c2ccc(OC)c(OC)c2)C1` (stereo not given)?
IMP-1 inhibitor: -1.9; UBC9 SUMO inh: 18; CRFBP-R2 block: -5; p-CIP stab down: -10; GalR3 antag: -8; IDE inh: -3; HCV NS3 hel inh: 0; IDE act: -1; VIM-2 inh: -1.6

What do the screens show for `CCOC(=O)c1c(C)n(C)c2ccc(OC(C)C(=O)OC)cc12` (stereo not given)?
IMP-1 inhibitor: -4.2; UBC9 SUMO inh: -4; CRFBP-R2 block: -2; p-CIP stab down: -3; GalR3 antag: 4; IDE inh: -2; HCV NS3 hel inh: 0; IDE act: 1; VIM-2 inh: -1.1

What do the screens show for `CC(OC(=O)c1ccc2c(=O)n3c(nc2c1)CCC3)C(=O)Nc1ccc(C(N)=O)cc1` (stereo not given)?
CRFBP-R2 block: 4; GalR3 antag: -7; IDE inh: -5; IDE act: 2

Source: PubChem BioAssay (several laboratories)
